Screening data deposited in PubChem by several laboratories.
PKA-R2B act – activators of human PKA-R2B complex. P22694+P31323. PKA-R2B holoenzyme dissociation, Cy5-IP20 fluorescence polarization; R2B truncated from residue 108, S112A mutant; 0% DMSO only, 100% 113 µM cGMP. activation, % at 11.4 µM. actives 0.079% (n = 340,000);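 active means activation above a cutoff set at the mean over all compounds plus 3 SD, cut at about 18% in these data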;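 further: higher means more holoenzyme dissociation and a rise in polarization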
Target sequence (P31323 whole entry, looked up, other chains not shown, the tested form may be a part): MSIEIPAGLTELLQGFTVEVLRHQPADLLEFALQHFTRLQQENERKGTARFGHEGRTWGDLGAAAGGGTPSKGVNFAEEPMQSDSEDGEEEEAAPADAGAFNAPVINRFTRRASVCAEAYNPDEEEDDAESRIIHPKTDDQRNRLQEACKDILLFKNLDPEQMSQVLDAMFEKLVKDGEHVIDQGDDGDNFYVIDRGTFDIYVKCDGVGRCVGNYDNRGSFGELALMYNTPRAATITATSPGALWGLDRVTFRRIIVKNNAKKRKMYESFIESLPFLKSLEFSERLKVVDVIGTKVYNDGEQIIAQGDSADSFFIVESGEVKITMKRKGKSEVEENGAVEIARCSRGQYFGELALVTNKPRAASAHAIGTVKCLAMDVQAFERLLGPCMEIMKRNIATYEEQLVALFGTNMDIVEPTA
HTR5A ag – counter-screen for OPRM1-OPRD1 agonists: human HTR5A agonism; P47898; HTR5A agonist assay, luminescence, cell-based; activation, % at 9.3 µM; actives 0.61% (n = 340,000); in the data active means activation mostly above about 9.5%, no sharp cut-off; inactive means mostly below about 7.6%;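 further: 0% = cells with vehicle only and 100% = reference agonist; strong numbers were not always called active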
Target sequence (P47898 whole entry, looked up): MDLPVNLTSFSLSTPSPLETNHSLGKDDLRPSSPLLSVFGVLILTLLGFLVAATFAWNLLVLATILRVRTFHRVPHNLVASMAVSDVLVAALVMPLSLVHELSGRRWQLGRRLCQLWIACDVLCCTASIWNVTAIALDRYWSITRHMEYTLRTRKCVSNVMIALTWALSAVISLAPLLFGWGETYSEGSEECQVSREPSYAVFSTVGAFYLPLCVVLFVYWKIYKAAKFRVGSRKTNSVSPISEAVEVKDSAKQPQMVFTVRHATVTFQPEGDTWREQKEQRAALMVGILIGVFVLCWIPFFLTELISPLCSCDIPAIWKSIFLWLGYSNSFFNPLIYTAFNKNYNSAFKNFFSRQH
phage Ecoli inh – E. coli growth loss with phage present; growth absorbance; inhibition, % at 11.9 µM; actives 0.26% (n = 360,000); AID 651602; in the data active means inhibition above about 11%
AddAB inh – less growth of phage-infected E. coli with AddAB; inhibition, % at 11.9 µM; actives 0.29% (n = 330,000); E. coli expressing H. pylori AddAB, absorbance growth; in the data active means inhibition above about 12%;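 further: 0% = vehicle wells of infected cells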
PKA-R1A activ – activates the PKA-R1A holoenzyme complex; P00514+P68181; PKA-R1A dissociation, Cy5-IP20 fluorescence polarization; scaled: DMSO 0%, 113 µM cGMP 100%; activation, % at 11.4 µM; actives 0.083% (n = 340,000); AID 504707;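 active means percent activation above the mean of all tested compounds plus 3 SD, cut at about 19% in these data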;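 further: higher means more PKAc released from R1A so a rise in polarization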
Ecoli viability – counter-screen for AddAB inhibitors: E. coli growth inhibition. actives 0.27% (n = 330,000). AID 449728. E. coli V3065 growth, OD600 absorbance, 18 h. inhibition, % at 11.9 µM;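 active means inhibition above the campaign's mean inhibition across all tested compounds plus 3 SD, cut at about 9.9% in these data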;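 further: uninfected addAB+ strain grown without phage in ampicillin broth; 0% = DMSO wells and 100% = ciprofloxacin 0.95 µg/ml wells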
HTR5A inv ctr – inverse agonist of human HTR5A in OPRM1-OPRD1 counter-screen. P47898. actives 0.083% (n = 340,000). inhibition, % at 9.3 µM. AID 504634. HTR5A cell line, luminescence, inverse agonism; in the data active means inhibition mostly above about 23%, no sharp cut-off; inactive means mostly below about 18%;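 further: 0% = cells with DMSO and 100% = no-cell wells with DMSO; some compounds called inactive have numbers as strong as hits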
Mot1-301 SUMO – blocks SUMOylation pathway, rescuing yeast Mot1-301 growth | S. cerevisiae Mot1-301 growth rescue, ATP luminescence, 38.5C; percent above DMSO median, 100 means doubled | growth rescue, % at 18.8 µM | actives 1% (n = 320,000);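 active means every valid replicate shows activation above 250% relative to neutral control wells; inactive means the rest, any valid replicate at or below 250%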;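 further: OY570 slx delta 5 strain wells were the positive control but not used for scaling; some compounds called inactive have numbers as strong as hits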
Tat transport – blocks Tat-dependent protein export in E. coli; E. coli MC4100 TorA-mCherry Tat export, fluorescence; inhibition, % at 10 µM; actives 0.036% (n = 340,000); AID 488895;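 active means mean replicate inhibition at least 50% and at least half of replicates individually reaching 50%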;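 further: exported cargo escapes ClpAP degradation while cytoplasmic cargo is degraded and loses fluorescence; 0% = median of neutral control wells and 100% = median of NaSCN control wells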
DAGLB inhibitor – diacylglycerol lipase beta (human) inhibition. HEK293T DAGLB membrane lysate, EnzChek fluorogenic substrate. inhibition, % at 5.17 µM. actives 0.059% (n = 340,000). AID 504411; in the data active means inhibition above about 34%;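 further: 0% = enzyme with vehicle and 100% = wells lacking enzyme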
CDK5 p35 inh – inhibitors of human CDK5/p35 kinase. Q00535+Q15078. Recombinant CDK5/p35, ADP-Glo luminescence, 60 min. inhibition, % at 10 µM. actives 0.01% (n = 330,000). AID 488839;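 active means highest replicate inhibition of at least 50% and at least 75% of replicates reaching 50%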;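 further: plate controls were DMSO neutral control for no effect and GW8510 at 10 µM for full effect; many of its hits are not listed in these tables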
An asterisk follows results filed as active; . = no result given.

SMILES	PKA-R1A activ	phage Ecoli inh	AddAB inh	Mot1-301 SUMO	DAGLB inhibitor	Tat transport	HTR5A inv ctr	Ecoli viability	HTR5A ag	CDK5 p35 inh	PKA-R2B act
O=C(c1ccc(S(=O)(=O)Nc2ccccc2)cc1)N1CCOCC1	2	1.0	2.6	95	-1	-7	-2	-2.6	1	0.7	3
CCOC(=O)C1(Cc2cccc(Cl)c2)CCCN(C(=O)c2cc(C)n(C)n2)C1 (stereo unspecified)	-2	1.8	2.3	0	-1	-1	0	2.1	-1	0.0	12
Cn1nc(C(=O)OCC(=O)Nc2ccccc2OC(F)F)c2ccccc2c1=O	-3	-0.6	2.4	-16	-3	8	6	1.1	0	2.4	6
COc1ccc(NC(=O)NNS(=O)(=O)c2ccc(OC)c(OC)c2)c(OC)c1	-20	0.8	0.8	0	-2	-15	-7	-0.3	3	1.1	-6
Cc1n[nH]c(C)c1S(=O)(=O)N1CCCC(C(=O)NC2CCCCC2)C1 (stereo unspecified)	7	-0.5	4.4	229	1	-2	-16	-0.4	6	0.7	10
c1ccc(NCCCNc2ccccc2)cc1	-3	-1.4	2.2	556	-1	21	10	-1.0	0	-6.0	8
COc1ccc(C2C(C(=O)N3CCC(C(N)=O)CC3)CC(=O)N2c2ccc(OC)cc2)cc1 (stereo unspecified)	-5	1.8	1.4	15	0	-3	-9	-0.4	3	-0.4	-11
Cc1cc(NC(=O)CSc2ccc3nnc(CCNC(=O)c4ccccc4)n3n2)no1	0	0.1	-4.9	-20	0	1	-4	-2.9	1	-1.0	-5
O=C(Nc1ccc2c(c1)C(=O)NC2=O)c1cccc(C(F)(F)F)c1	3	3.7	2.1	166	-3	-10	-9	0.9	3	-1.2	-6
COc1ccc(C(=O)Nc2c(N)nc(SCC(=O)N3CCC(C)CC3)[nH]c2=O)cc1OC	-14	3.6	3.4	-2	0	1	-22	0.6	7	1.3	-13
Cn1cc(CNC(=O)Nc2ccc3c(c2)OCO3)cn1	-3	1.7	1.7	-22	0	-1	6	0.2	3	-1.0	-4
CS(=O)(=O)c1ccc(Cl)c(NC(=O)COC(=O)COc2ccc3c(c2)CCC3)c1	-10	2.2	3.1	1	-3	-3	-6	1.8	-5	-0.6	-9
OCCNc1nc(OCC(F)(F)F)nc(N2CCN(C34CC5CC(CC(C5)C3)C4)CC2)n1	-8	0.2	-0.4	0	0	6	13	2.7	1	1.7	3
COc1ccc(/C(C)=N/Nc2ccc(C(=O)O)cc2)c(OC)c1	-13	2.4	2.6	80	2	5	-15	-0.9	6	-0.5	0
CC[C@@]1(C(=O)OC)N[C@H](CN(C)C(=O)c2ccc(C)cc2)[C@@H]2C(=O)N(Cc3ccccc3)C(=O)[C@@H]21	-7	-1.6	0.8	.	-2	-3	-6	-2.0	2	2.8	-4
O=C(Cc1ccccc1)N1CCN(C(=O)c2cccs2)CC1	-2	2.9	-2.4	1	-1	0	18	-0.7	-7	-1.1	-1
O=C(NCCS(=O)(=O)c1ccc(Cl)cc1)c1ccc(F)cc1	8	4.3	2.9	0	-1	-3	19	4.2	-7	-0.6	7
Cc1ccc(Oc2nnc(-c3ccccc3)c3ccccc23)cc1	-5	1.2	1.3	8	-6	-4	9	-1.7	-6	-0.6	-10
CCn1c(C)nc2cc(C(=O)N/N=C/c3ccc(O)cc3)ccc21	1	3.0	0.2	1	1	-4	2	-1.7	8	0.3	-2
Cc1cc(-c2nnc(SCC(=O)c3ccc4c(c3)OCCO4)o2)no1	4	5.7	3.4	-1	-1	-5	-8	-0.1	3	-0.6	-10
COc1ccc(NC(=O)Nc2ccc(F)cc2)c(C)c1	-6	5.2	2.8	2	0	4	-3	-3.1	-3	-2.4	5
CC(=O)c1ccc(NC(=O)Nc2ccc3c(c2)nc(C)n3C)cc1	12	-0.6	-0.6	.	1	0	5	-2.6	1	1.6	-8
CCN(CC)c1cc(C)c2cc(NC(=O)c3ccccc3OC)ccc2n1	-1	0.9	2.7	111	0	8	1	0.1	-2	1.5	-1
Cc1cccc(NC(=O)Nc2ccc(C#N)cc2)n1	12	1.5	2.0	-10	1	-9	-18	0.3	6	2.3	2
Cn1c(=O)c2c(ncn2CCOc2cccc(Br)c2)n(C)c1=O	-6	-2.5	-0.9	2	-2	-2	-8	-0.9	2	-0.4	-3
CS/C(N)=N/N=C/c1ccc([N+](=O)[O-])cc1	-4	2.3	2.8	-22	0	-3	-10	-0.6	4	0.6	-11
CCCCN(CCCC)CC(O)COc1ccccc1C(=O)Nc1ccccc1 (stereo unspecified)	-3	1.1	2.5	-7	-7	-6	3	0.4	-1	-0.6	3
O=C(Nc1cccc(C(F)(F)F)c1)c1cc2c(s1)-c1ccccc1OC2	-9	3.4	1.5	474	-4	9	-3	1.1	1	1.1	-2
COc1ccc2c(-c3ccccc3)cc(SCC(=O)NC(N)=O)nc2c1	-1	3.7	0.0	9	0	2	-4	2.5	4	0.8	4
CCOc1ccc(NC(=O)CC2C(=O)Nc3ccccc3N2C(=O)c2ccccc2)cc1 (stereo unspecified)	9	2.5	-2.0	1	0	0	-1	1.8	0	-0.9	2
COc1ccccc1NC(=O)c1c([N+](=O)[O-])c(C(C)(C)C)nn1C	-10	0.9	2.7	6	-5	-6	-5	0.2	5	-0.7	-9
CCC(Sc1ncccc1C(=O)OCCN1CCCC1=O)C(=O)NCc1ccco1 (stereo unspecified)	-7	0.9	1.8	-16	0	-4	0	0.8	-2	-0.8	-9
Cc1ccc(C(=O)n2c(N)nc3ccccc32)cc1	-3	-0.6	-5.0	1	1	-3	6	-6.1	-3	-0.5	-6
COc1ccc(-c2ccc(NC(=O)c3ccco3)cc2)nn1	1	2.1	1.8	116	2	-5	9	2.1	-4	10	-5
O=C1N(c2ccccc2)C2CS(=O)(=O)CC2N1c1ccc(Cl)c(Cl)c1 (stereo unspecified)	-3	0.7	-0.2	4	-1	-5	-10	-0.4	4	-1.3	-8
COC(=O)CCSCC(=O)N1N=C(c2ccc(OC)cc2)CC1c1cccc(OC)c1OC (stereo unspecified)	-11	6.7	1.5	195	-1	-2	-3	0.1	1	-2.7	0
CC(C)C(=O)NC(c1cccc([N+](=O)[O-])c1)c1ccc2cccnc2c1O (stereo unspecified)	-3	23*	18*	13	9	-1	-7	23*	2	0.0	-6
COc1ccc(-c2coc3cc4oc(=O)cc(-c5ccccc5)c4cc23)cc1F	-8	1.4	-2.7	-3	-8	1	12	-2.2	3	1.6	2
Cc1ccc(O)c(N=Nc2ccc(S(=O)(=O)N3CCOCC3)cc2)c1	-10	0.0	2.4	81	22	-6	3	1.9	-1	3.0	7
Cn1c(=O)n(Cc2ccccc2Cl)c(=O)c2c1[nH]c(=S)n2C	-9	1.4	0.8	-7	0	-3	12	1.5	-3	2.4	1
COc1cc2c(cc1NC(=O)CN1CCN(S(=O)(=O)c3ccccc3F)CC1)oc1ccccc12	5	1.4	3.6	-32	0	-4	18	0.0	-8	1.1	4
c1ccc(-c2nc3cccnc3nc2-c2ccccc2)cc1	-2	2.6	1.6	24	0	-3	6	-3.1	2	0.4	0
Cn1nc(C(=O)Nc2cccc(S(=O)(=O)N3CCCC3)c2)c2ccccc2c1=O	-8	0.8	0.1	19	0	0	-6	-0.2	2	0.6	3
Cn1nnnc1SCc1ccccc1F	-4	0.9	0.0	47	-1	-4	-2	-2.7	1	-1.1	-11
CN(CC(=O)Nc1ccccc1F)Cc1cccs1	-1	1.9	2.0	-18	-5	8	9	-0.8	-3	-0.1	-4
CNC(=O)c1cn2c3c(ccc(Cl)c3c1=O)OC(C)C2 (stereo unspecified)	-2	3.1	.	.	1	7	10	.	-3	1.0	0
CCOC(=O)c1ccc(-n2ncc(C(=O)OCC)c2N)cc1	-6	4.1	2.2	0	-7	4	2	-0.9	-1	-1.3	-7
CCN(CC)S(=O)(=O)c1ccc(Cl)c(C(=O)OC)c1	2	1.9	1.7	54	-4	-13	-25	1.6	2	-1.0	2
O=C(c1csc(Nc2cccc3ccccc23)n1)N1CCCC1	-8	0.1	-1.6	607*	3	1	-9	-0.3	8	-3.7	-5
CN(CC(=O)Nc1cc(S(=O)(=O)N2CCCC2)ccc1Cl)Cc1cccs1	-11	-0.7	-0.3	-6	-7	8	-17	1.3	-2	0.3	-6
Cc1cccc(N2CCN(C(=O)c3ccccc3NC(=O)C3CCCCC3C(=O)O)CC2)c1 (stereo unspecified)	2	3.6	2.3	-16	-1	-1	-3	-1.9	1	1.2	0
Cc1cc(C)c(S(=O)(=O)N(CC(=O)N2CCCC2)C2CCCCC2)c(C)c1	0	1.2	-2.6	2	-3	10	-6	-0.6	2	-1.6	14
CC(=O)c1ccc(NC(=O)CNC2CCCCC2)cc1	5	0.6	0.2	-25	-1	-7	2	1.8	0	-0.7	-8
O=C(O)C[C@H]1c2cc(F)ccc2S(=O)(=O)N1C1CCCCC1	1	2.0	3.1	0	-1	-10	-12	0.2	-1	-0.7	-5
COc1ccc(Cl)cc1NC(=S)N(Cc1ccc(C(=O)O)cc1)Cc1ccc(OC)c(OC)c1	11	2.5	0.7	.	1	1	-6	0.5	3	-5.0	-2
Cc1ccccc1-n1c(SCC(=O)Nc2c(C)cccc2C)nc(O)cc1=O	3	-1.8	1.4	-3	3	2	-2	-1.1	1	-0.5	2
CC(C)C(=O)NNC(=O)CN1CCN(c2nc(-c3ccccc3)cs2)CC1	2	2.7	-2.0	-16	0	-4	-6	-3.5	2	0.6	6
COc1ccc(/C=N/n2cnn(Cc3ccccc3Cl)c2=S)cc1OC	-5	5.3	6.0	-15	-6	2	9	-1.2	3	-0.6	12
O=C(Nc1ccccc1)C(Cc1ccccc1)NC(=O)C12CC3CC(CC(C3)C1)C2 (stereo unspecified)	-1	-0.2	1.5	5	4	-9	4	0.0	-2	0.8	-1
N#C/C(C(=O)N1CCOCC1)=C1/SC(Cc2ccc(F)cc2)C(=O)N1c1ccccc1 (stereo unspecified)	-7	3.6	1.9	175	6	7	-13	-1.2	-2	-3.8	3
COc1ccc(/C=C/C(=O)OCC(=O)NCCC2=CCCCC2)cc1S(=O)(=O)N1CCOCC1	-10	0.8	-2.8	4	-1	4	-7	1.4	0	1.0	-1

Individual results from above:
COc1ccc(-c2ccc(NC(=O)c3ccco3)cc2)nn1 in HTR5A ag → -4
CC(=O)c1ccc(NC(=O)CNC2CCCCC2)cc1 in PKA-R1A activ → 5
